# SENP1 FRET inh = blocks the human SENP1 SUMO protease catalytic domain | recombinant SENP1 catalytic domain, CyPet-SUMO1-YPet FRET cleavage | inhibition, % at 10 µM | actives 0.21% (n = 360,000);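 active means inhibition at least 30% at 10 µM, raw YFP signal under a set limit, fluorescence ratio 0.5 to 1.5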;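 further: 0% = enzyme with DMSO and 100% = no enzyme wells; some results filed as inactive read as strong as hits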
# Target sequence (Q9P0U3 419-644 limits assumed): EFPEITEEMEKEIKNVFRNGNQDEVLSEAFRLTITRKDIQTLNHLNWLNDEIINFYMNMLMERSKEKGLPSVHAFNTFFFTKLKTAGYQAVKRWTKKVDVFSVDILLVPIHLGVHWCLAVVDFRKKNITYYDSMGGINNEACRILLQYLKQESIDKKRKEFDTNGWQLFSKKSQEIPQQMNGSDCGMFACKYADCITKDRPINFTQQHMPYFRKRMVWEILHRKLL
#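 Compound: 10 µM single point, 0.5% DMSO; Test system: hSENP1 catalytic domain, recombinant; Timing: 50 min reaction at room temperature; Technique: FRET, CFP and YFP emission; Control set: no-enzyme wells low, DMSO-plus-enzyme wells high control.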
# SENP6 block = inhibitors of human SENP6 protease; actives 1.8% (n = 330,000); Q9GZR1; AID 2599; Recombinant SENP6 catalytic domain, aminoluciferin luminescence; inhibition, % at 10 µM;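 active means inhibition above about 50% at the single tested dose, limit read from the data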;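 further: plate controls were DMSO wells with enzyme for no effect and DMSO wells lacking enzyme for full effect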
# SENP8 block-1 = inhibitors of human SENP8 protease. Q96LD8. purified SENP8, Z-RLRGG-aminoluciferin cleavage, luminescence. inhibition, % at 10 µM. actives 1.2% (n = 330,000). AID 2540; in the data active means inhibition above about 50%
# Target sequence (Q96LD8 whole entry, looked up): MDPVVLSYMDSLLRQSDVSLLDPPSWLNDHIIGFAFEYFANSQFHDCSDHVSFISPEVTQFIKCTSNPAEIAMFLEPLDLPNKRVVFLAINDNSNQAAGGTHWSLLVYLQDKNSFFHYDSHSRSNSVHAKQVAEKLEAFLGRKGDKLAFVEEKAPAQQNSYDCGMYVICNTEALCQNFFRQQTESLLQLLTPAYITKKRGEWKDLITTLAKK
# Apaf-1 inh = human Apaf-1 inhibition | O14727 | reconstituted apoptosome caspase-3 activity, DEVD-Rh110 fluorescence | inhibition, % at 20 µM | actives 0.71% (n = 330,000); active means inhibition of at least 40% at 20 µM;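 further: plate controls were DMSO wells for no effect and DEVD-CHO caspase inhibitor wells for full effect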
#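 detection = Rh110 fluorescence intensity | test system = biochemical Apaf-1 apoptosome reconstitution | also added = cytochrome c and DEVD-Rh110 substrate | schedule = 30 min plus 50 min, RT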
# HKDC1 inhibitor = HKDC1 (human) hexokinase inhibition; inhibition, % at 20 µM; recombinant HKDC1, G6PDH/diaphorase resazurin coupled fluorescence; actives 0.16% (n = 340,000);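 active means inhibition above about 35% when tested at 20 µM, limit read from the data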;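 further: plate controls were DMSO wells with enzyme for no effect and DMSO wells lacking enzyme for full effect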
#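 Assay system: in-house recombinant HK5 (HKDC1) enzyme. Input: HKDC1 at 5 µg/mL. Medium: Tris pH 8.0 buffer with MgCl2, Tween-20, BSA, BME. Dosing: single 20 µM dose. Schedule: 90 min reaction incubation at room temperature, dark. Signal: resazurin-to-resorufin fluorescence via G6PDH and diaphorase coupling, 525/613 nm. Controls: DMSO-enzyme wells negative, buffer-substituted wells positive.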
# PfG6PD inh = PfG6PD (Plasmodium falciparum) enzyme inhibition; PfGluPho enzyme, NADPH resazurin-diaphorase fluorescence; inhibition, % at 20 µM; actives 0.78% (n = 350,000); AID 504690;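 active means inhibition reaching at least a set limit at 20 µM in the primary screen, cut at about 59% in these data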;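 further: 0% = DMSO wells with substrate and 100% = DMSO wells lacking glucose-6-phosphate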
# SENP7 inh = inhibitors of human SENP7 protease. Q9BQF6. inhibition, % at 5 µM. AID 434973. actives 1.5% (n = 330,000). recombinant SENP7, Z-RLRGG-aminoluciferin luminescence, 40 min;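 active means inhibition above about 50% at the single test dose, limit read from the data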;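 further: plate controls were DMSO with enzyme for no effect and no enzyme buffer wells for full effect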
# Target sequence (Q9BQF6 706-1050 limits assumed): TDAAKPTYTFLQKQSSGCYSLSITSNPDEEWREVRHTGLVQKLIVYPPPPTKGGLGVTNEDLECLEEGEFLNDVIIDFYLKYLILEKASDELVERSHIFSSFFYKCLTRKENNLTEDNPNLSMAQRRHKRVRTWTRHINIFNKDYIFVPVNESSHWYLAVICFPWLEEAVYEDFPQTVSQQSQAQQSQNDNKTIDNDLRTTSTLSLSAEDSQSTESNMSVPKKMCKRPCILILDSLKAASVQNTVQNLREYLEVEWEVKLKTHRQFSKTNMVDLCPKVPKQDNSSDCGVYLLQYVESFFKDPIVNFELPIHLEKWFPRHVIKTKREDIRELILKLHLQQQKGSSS
# SENP8 block-2 = SENP8 (human) protease inhibition | Q96LD8 | recombinant SENP8, Nedd8 substrate fluorescence | inhibition, % at 20 µM | actives 0.64% (n = 360,000) | AID 602440; in the data active means inhibition mostly above about 40%, no sharp cut-off; inactive means mostly below about 27%
# * marks the source's active call; other numbers are inactive results; . = not tested or not shown.
# Under each structure: SENP1 FRET inh	SENP6 block	SENP8 block-1	Apaf-1 inh	HKDC1 inhibitor	PfG6PD inh	SENP7 inh	SENP8 block-2
> COc1ccc(Nc2cccc(Cl)c2)c(C(=O)O)c1
    4	35	29	10	3	-9	7	-20
> O=C(CS(=O)(=O)c1ccc(Cl)cc1)NCc1ccccc1
    2	7	7	-8	-6	9	-4	14
> COc1ccccc1C(O)(c1ccccc1)c1ccccc1OC
    2	.	.	.	0	-17	.	9
> O=c1cc(CSc2nc(NCc3ccc(Cl)cc3)c3ccccc3n2)nc2ccc(Cl)cn12
    -1	.	.	.	-7	-5	.	-382
> COc1ccc(C(=O)CC(=O)c2ccccc2)cc1
    1	77*	67*	-9	-8	-19	74*	-12
> CCN(CC)S(=O)(=O)c1ccc(OC)c(NS(=O)(=O)c2ccc(F)cc2)c1
    3	-10	0	-5	3	-22	-6	34
> CCOC(=O)[C@H]1[C@H]2COc3ccc(OC)cc3[C@@H]2N2C(=O)[C@H](C)NC(=O)[C@@]12C
    2	-21	-1	-11	1	-2	6	12
> CN(CC(=O)NCc1ccc2c(c1)OCO2)CC(=O)Nc1ccc(F)c(F)c1F
    1	-13	-9	18	2	10	-10	1
> Cc1cccc(OCC(=O)NCCCNC(=O)c2ccc(C)nc2)c1
    2	-10	2	1	-4	-4	10	6
> CC(=O)c1ccc(OCC(C)C)c(CC(C(N)=O)C(N)=O)c1
    1	-15	7	-7	-9	13	3	4
> Cc1ccc(NC(=S)NC2CC3CCCC(C2)N3Cc2ccco2)cc1 (stereo not drawn)
    1	-28	-3	3	-10	-5	-4	3
> CC1=C(C(=O)Nc2ccccc2)C(c2ccc(N(C)C)cc2)NC(=O)N1 (stereo not drawn)
    -18	-16	-4	14	2	-3	-6	-61
> COc1ccc(Cn2nnc3c(=O)[nH]c(C4CCN(S(=O)(=O)c5ccc(C)cc5)CC4)nc32)cc1
    2	-8	5	22	4	-14	-2	-1
> O=C1CC[C@@H](OCc2ccccc2)CCN1CC[C@H](Sc1ccccc1)c1ccccc1
    0	19	1	6	4	5	-2	4
> O=C(NCc1cccnc1)c1cccn1-c1ncc(C(F)(F)F)cc1Cl
    1	-5	-3	-1	-5	7	0	14
> Cc1ccc(S(=O)(=O)N2[C@@H](c3cccc(Cl)c3)C(C(=O)O)=CC[C@H]2c2cccc(Cl)c2)cc1
    2	-7	-5	11	4	-16	5	9
> CC(=O)Nc1ccc(-c2cc(-c3ccccc3)nc(-c3ccccc3)n2)cc1
    0	-19	-14	3	11	5	-8	-422
> Clc1ccccc1-c1nnc2sc(-c3ccc(Br)o3)nn12
    -10	11	3	14	1	0	6	-17
> Cc1ccc(C(=O)COC(=O)c2ccco2)cc1C
    4	43	6	5	-2	13	24	-11
> O=C(NCCCCNC(=O)c1cccnc1)c1cccnc1
    1	-7	-12	-3	-3	-14	-4	8
> COCCCNC(=S)Nc1cc(C)c(C)cc1C
    1	-26	-5	-6	-4	8	-2	18
> O=C(C1CC1)N1CCc2cc(S(=O)(=O)N(CCO)Cc3ccccc3)ccc21
    0	-21	-8	16	-2	-5	-11	22
> O=C(/C=C/c1ccc(O)cc1)c1c(O)cc(O)cc1O
    2	19	1	-10	-3	-10	0	-7
> CCCN1CCC(NC(=O)Nc2cccc3ccccc23)CC1
    -1	-16	-2	-20	0	-12	-7	-32
> CCNS(=O)(=O)c1ccc(NC(=S)NCC2CCCO2)cc1 (stereo not drawn)
    0	2	0	6	-8	-1	-5	5
> O=C(CSc1ccc(-c2ccccn2)nn1)Nc1ccc(F)cc1F
    0	4	1	-1	0	-4	1	10
> NS(=O)(=O)c1cccc(NC(=O)COC(=O)CCCc2c[nH]c3ccccc23)c1
    -3	-17	-3	-7	-3	2	-5	-39
> CCC1(c2ccccc2)NC(=O)N(CC(=O)N(C)Cc2ccccc2)C1=O (stereo not drawn)
    0	12	-3	6	-5	-1	-7	8
> CCO/N=C(\C)c1c(O)c2ccccc2n(C)c1=O
    -1	0	9	-8	-12	16	2	8
> CN(CC(=O)Nc1c(Cl)cccc1Cl)C(=O)CCNS(=O)(=O)c1ccccc1C(F)(F)F
    -2	-1	-6	-5	-2	5	-2	-23

# Pulled by compound from the entries so far (five):
# Under each structure: SENP1 FRET inh	SENP6 block	SENP8 block-1	Apaf-1 inh	HKDC1 inhibitor	PfG6PD inh	SENP7 inh	SENP8 block-2
> CC(=O)Nc1ccc(-c2cc(-c3ccccc3)nc(-c3ccccc3)n2)cc1
    0	-19	-14	3	11	5	-8	-422
> Cc1ccc(S(=O)(=O)N2[C@@H](c3cccc(Cl)c3)C(C(=O)O)=CC[C@H]2c2cccc(Cl)c2)cc1
    2	-7	-5	11	4	-16	5	9
> O=C(NCCCCNC(=O)c1cccnc1)c1cccnc1
    1	-7	-12	-3	-3	-14	-4	8
> COCCCNC(=S)Nc1cc(C)c(C)cc1C
    1	-26	-5	-6	-4	8	-2	18
> CN(CC(=O)Nc1c(Cl)cccc1Cl)C(=O)CCNS(=O)(=O)c1ccccc1C(F)(F)F
    -2	-1	-6	-5	-2	5	-2	-23

# New compounds follow
# Under each structure: SENP1 FRET inh	SENP6 block	SENP8 block-1	Apaf-1 inh	HKDC1 inhibitor	PfG6PD inh	SENP7 inh	SENP8 block-2
> COc1cc2c(-c3ccc4[nH]ccc4c3)c(-c3ccc(C#N)cc3)oc(=O)c2cc1OC
    0	16	-19	16	0	6	-7	-487
> CN(C)S(=O)(=O)c1cccc(NC(=O)c2ccc(Sc3nncn3C)c([N+](=O)[O-])c2)c1
    2	-3	-6	-17	4	28	0	23
> Cc1ccc(NC(=O)CCc2nc3ccccc3s2)c(O)c1
    -1	-2	-6	2	-5	-3	5	0
> Cc1ccc(S(=O)(=O)Nc2ccccc2)cc1C(=O)N1CCCC1
    2	-9	-16	-1	1	-3	10	13
> Cc1cc(C)nc(NC(=O)c2ccc(Br)cc2)n1
    -5	5	1	8	-3	-9	10	14
> O=C(CSCC(=O)Nc1nccs1)Nc1ccccc1
    2	-7	-3	3	-12	-17	6	12
> CCN1CCN(CCC(=O)Nc2ccc3c(c2)OCO3)CC1
    3	1	-9	4	3	7	-14	7
> COc1cccc(NC(=O)CN(C)C(=O)Cc2cccc3ccccc23)c1
    2	1	10	-6	0	10	4	14
> CC12C=CC(=O)C=C1CCC1C2C(O)CC2(C)C1CCC2(O)C(=O)CO (stereo not drawn)
    2	.	.	.	-5	2	.	0
> COC(=O)CNC(=O)COC(=O)/C=C/c1ccccc1[N+](=O)[O-]
    -3	-14	-5	-4	-2	7	-3	-2
> CC(=O)Nc1ccccc1NC(=O)c1cccc2ccccc12
    2	-7	-2	3	-9	28	-1	20
> COc1cc(-n2cnnn2)ccc1S(=O)(=O)N1CCOCC1
    -1	2	3	-10	0	-6	3	14
> COc1ccccc1NC(=O)Nc1nc(CC(=O)Nc2cccc(F)c2)cs1
    0	-12	3	17	2	20	4	-4
> O=C(Cc1ccccc1[N+](=O)[O-])Nc1cccc(S(=O)(=O)NC2=NCCCCC2)c1
    2	2	-2	-2	1	-9	-15	22
> Cc1onc(-c2c(Cl)cccc2Cl)c1C(=O)OCC(=O)c1ccccc1
    1	0	3	-11	-1	1	5	21
> CC1CCC2(CC1)NC(=O)N(CC(=O)Nc1ccc3c(c1)CCC3)C2=O (stereo not drawn)
    0	-20	0	3	-1	4	5	15
> O=C(CSc1nnc(-c2ccco2)o1)c1ccc([N+](=O)[O-])cc1
    -10	-24	-13	-8	1	0	16	12
> CCC1=NN(C(=O)CCc2ccccc2)C(O)(C(F)(F)F)C1 (stereo not drawn)
    0	-5	-4	-14	13	-13	6	-1
> CC1CCCCN1CCNC(=O)CCc1nnc2n(Cc3ccccc3)c(=O)c3ccccc3n12 (stereo not drawn)
    -13	-10	-8	7	-2	2	-2	3
> CS(=O)(=O)N(Cc1ccccc1)c1ccccc1C(=O)Nc1ccccc1C(=O)NCc1ccco1
    1	9	6	-3	7	-12	6	1
> c1cnc2nc(-c3ccc4c(c3)OCO4)cn2c1
    -2	-9	-27	-2	0	0	-7	-412
> N#Cc1ccc(NC(=O)CSc2n[nH]c(=O)n2C2CC2)cc1
    2	-3	-11	2	-5	9	-11	14
> COc1ccc(C(=O)Nc2ccc(NC(=O)c3ccccc3)cc2)cc1S(=O)(=O)N1CCOCC1
    0	-1	2	-1	2	-10	2	9
> CC(C)Oc1ccc(S(=O)(=O)N2CCCCC2)cc1NC(=O)CC1OC(=O)c2ccccc21 (stereo not drawn)
    2	-20	-3	7	1	6	-3	5
> CN(CC(=O)Nc1ccccc1Br)C(=O)C(Cc1ccccc1)NC(=O)c1ccccc1 (stereo not drawn)
    1	-20	-11	-4	6	9	7	-3
> O=C(c1ccccc1)n1c(=O)cc[nH]c1=O
    4	1	6	-4	-7	-4	-13	8
> COc1ccc(OC)c(N2C(=O)c3cccnc3C2=O)c1
    0	12	5	-5	7	-5	-4	6
> CC(C)c1onc(C(=O)N2CCN(c3ccc(F)cc3)CC2)c1[N+](=O)[O-]
    0	1	5	-6	-4	7	3	8
> Cc1ccc(C2c3[nH]c4ccccc4c3C[C@H]3C(=O)N(c4ccccc4C(=O)N4CCC[C@@H]4C(=O)O)C(=O)N23)cc1 (stereo partly drawn)
    -35	-11	-2	-3	-1	-4	10	11
> CS/C(N)=N/N=C/c1c(O)ccc2ccccc12
    14	31	5	-2	7	-7	7	-22
> O=C(CCNC(=O)c1ccccc1)Nc1ccc(S(=O)(=O)Nc2ncccn2)cc1
    -2	-15	4	6	12	-9	3	19
> C=CCOC(Cn1ccnc1)c1ccc(Cl)cc1Cl (stereo not drawn)
    1	-10	-9	8	-2	-1	-19	12
> COc1ccc(C2(C)NC(=O)N(CC(=O)NCCC3=CCCCC3)C2=O)cc1OC (stereo not drawn)
    -2	-14	-4	-3	-9	1	-5	12
> Cc1cc(C)n(CC(=O)N/N=C/c2cccc([N+](=O)[O-])c2)n1
    1	-12	-8	-3	-16	0	3	22
> Cc1ccc(NC(=O)CNS(=O)(=O)c2ccc(F)cc2)cc1C
    4	-10	-4	-3	1	-2	2	8
> CCC(C)c1ccccc1NC(=O)C1CCCO1 (stereo not drawn)
    -2	-2	-3	-2	-3	3	-4	13
> CC(C)CNS(=O)(=O)c1ccc(OCC(=O)Nc2ccc3c(c2)OCO3)c(Cl)c1
    2	-8	3	16	-2	10	5	23
> COc1ccccc1NC(=O)[C@H](COCc1ccccc1)NC(=O)OC(C)(C)C
    0	-10	0	28	-1	-5	-6	13
> CCc1ccc(OCCCC(=O)Nc2ccc(S(N)(=O)=O)cc2)cc1
    0	-13	7	-2	10	-5	9	26
> CC(C)CNS(=O)(=O)c1cc(C(=O)OCC(=O)c2ccc3c(c2)OCCO3)c(Cl)cc1Cl
    1	-17	3	9	16	13	-2	11
> Cc1nc(-c2nc(-c3c(C(=O)NNC(=O)c4ccc(Cl)cc4)noc3C)cs2)cs1
    1	-16	0	11	1	-12	-7	4
> CN(C)S(=O)(=O)N1CCC(Oc2cccc(C(=O)NCCC3=CCCCC3)c2)CC1
    2	2	-7	27	-4	-5	4	2
> Brc1ccc(-c2csc(N/N=C/c3ccc4c(c3)OCO4)n2)cc1
    -10	4	-11	0	-10	-3	-7	-273
> CCn1cc([N+](=O)[O-])c(C(=O)Nc2ccn(Cc3ccccc3F)n2)n1
    1	3	6	-12	-13	-6	-8	11
> O=C(Nc1ccc(NC(=O)c2ccc3c(c2)OCCO3)cc1)c1ccccc1
    -1	-31	5	-11	0	-21	-9	8

# Screening results (PubChem)
